# GLP-1R inv ag: qHTS of GLP-1 Receptor Inverse Agonists (Inhibition Mode) | HEK293 GLP-1R CRE-luciferase, luminescence, 24 h; GLP-1R form is constitutively active | Potency, µM (highest dose often 38.3 µM), inactives show at the top dose activity change, negative = inhibition, usual class: inhibitors | actives 1.6% (n = 410,000) | AID 624417, 2012; further: potency means the concentration at half of the fitted maximal effect; on the % scale 0 is the no-effect control and ±100 the full control effect; nearly all actives have a fitted effect of over 55% in size
# Target sequence (P43220 whole entry, looked up): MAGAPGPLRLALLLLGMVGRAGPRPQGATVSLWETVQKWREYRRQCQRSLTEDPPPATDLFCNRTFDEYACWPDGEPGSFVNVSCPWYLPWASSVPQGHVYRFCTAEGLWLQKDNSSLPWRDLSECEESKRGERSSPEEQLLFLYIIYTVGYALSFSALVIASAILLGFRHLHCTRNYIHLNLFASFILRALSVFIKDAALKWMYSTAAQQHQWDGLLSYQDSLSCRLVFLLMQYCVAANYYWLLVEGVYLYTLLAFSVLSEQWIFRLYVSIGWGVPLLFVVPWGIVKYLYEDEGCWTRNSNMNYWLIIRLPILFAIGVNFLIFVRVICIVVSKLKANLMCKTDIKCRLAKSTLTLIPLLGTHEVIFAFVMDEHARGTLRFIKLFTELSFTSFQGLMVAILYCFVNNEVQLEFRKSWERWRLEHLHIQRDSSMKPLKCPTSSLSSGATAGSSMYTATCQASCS
#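 Cells are plated, allowed 12 hours at 37 deg C, then treated with compounds for 24 hr before luciferase detection reagent is added and luminescence is read after 12 min at room temperature. The HEK293 line carries constitutively active GLP-1R with a cAMP-responsive reporter.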
# PLK1 PBD block: qHTS for Inhibitors of PLK1-PDB (polo-like kinase 1 - polo-box domain): Primary Screen | actives 2.8% (n = 360,000) | Potency, µM, without a hit: max response, negative = inhibition, hits mostly inhibitors | Plk1 PBD binding of FITC phosphopeptide, fluorescence polarization; further: potency means the concentration at half of the fitted maximal effect; series mostly up to about 57 µM; on the % scale 0 is the no-effect control and ±100 the full control effect; nearly all actives have a fitted effect of over 65% in size
# IL2 activator: qHTS of IL-2 Activators | IL-2 activation reporter assay, cell-based qHTS; stimulated with anti-CD3/CD4/CD28 beads; in transgenic mouse T cells | activation, % (series mostly up to about 46 µM) | actives 0.065% (n = 360,000); in the data active means activation above about 50%; inconclusive means mostly about 30% to 49%; further: 0% is about no effect
#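 EGFP and DsRed fluorescence is measured by plate cytometry in unstimulated transgenic mouse T cells exposed to compound for 60 minutes, then stimulated 18 hours at 37 degrees C with anti-CD3/anti-CD4 beads plus anti-CD28.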
# GLP-1R agonist: qHTS of GLP-1 Receptor Agonists; Glucagon-like peptide 1 receptor (Homo sapiens), P43220; HEK293 GLP-1R CRE-luciferase, luminescence, 4-6 h; cells express a hypersensitive GLP-1R form; Potency, µM (series often up to 45.6 µM), for inactives: at the top dose activation, most hits filed as activators; actives 0.007% (n = 380,000); further: potency means the concentration at half of the fitted maximal effect; % of control where 0% means no effect
# PI5P4Ka inh: qHTS for Inhibitors of phosphatidylinositol 5-phosphate 4-kinase (PI5P4K); Phosphatidylinositol 5-phosphate 4-kinase type-2 alpha (Homo sapiens), P48426; actives 1.2% (n = 330,000); PI5P4Kalpha enzyme, ADP-Glo luminescence, 60 min; active compounds read low; AID 652105, 2013; max response, %; active means max response of -50% or lower; inconclusive means between -30% and -50%; inactive means -30% or higher; further: value at the top dose of about 77 µM; on the % scale 0 is the no-effect control and ±100 the full control effect
# Target sequence (P48426 whole entry, looked up): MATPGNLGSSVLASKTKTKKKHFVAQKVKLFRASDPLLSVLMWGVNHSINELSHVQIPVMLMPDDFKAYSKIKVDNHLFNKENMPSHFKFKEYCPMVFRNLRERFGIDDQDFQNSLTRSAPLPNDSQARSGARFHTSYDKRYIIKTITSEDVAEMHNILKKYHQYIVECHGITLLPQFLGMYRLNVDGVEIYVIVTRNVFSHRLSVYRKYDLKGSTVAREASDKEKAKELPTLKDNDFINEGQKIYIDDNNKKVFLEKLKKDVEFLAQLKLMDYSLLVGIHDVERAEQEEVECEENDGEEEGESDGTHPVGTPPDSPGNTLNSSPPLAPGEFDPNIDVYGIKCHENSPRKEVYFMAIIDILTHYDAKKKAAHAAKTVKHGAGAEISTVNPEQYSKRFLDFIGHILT
#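 Single end-point luminescence (ADP-Glo) quantified ADP from PI5P4Kalpha turnover; ATP 5 microM final, 1 h at RT, 0.1% CHAPS and 0.28 mM EGTA in HEPES pH 7.4.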
# DRD3 agonist: qHTS of D3 Dopamine Receptor Agonist: qHTS; D3R DiscoveRx beta-arrestin cells, luminescence, 90 min; max activation, %; D(3) dopamine receptor (Homo sapiens), P35462; actives 0.58% (n = 410,000); AID 652048, 2013; in the data active means max activation above about 30%; further: 0% is about no effect; mostly tested at two doses, the higher about 12 µM
#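 Agonist-mode cell screen: cells plated at 1500/well and incubated overnight at 37 °C, then exposed to library compounds for 90 min at 37 °C. Detection reagent was added for 30–60 min at room temperature, and luminescence was read.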
# WRN inhibitor: qHTS for Inhibitors of WRN Helicase; WRN helicase unwinding, fluorescent forked duplex, kinetic; Potency, µM (doses to about 114 µM), without a hit: at the top dose activity change, negative = inhibition, hits mostly inhibitors; actives 0.46% (n = 360,000); further: potency means the concentration at half of the fitted maximal effect; on the % scale 0 is the no-effect control and ±100 the full control effect; nearly all actives have a fitted effect of over 55% in size
#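 Screening of the MLSMR collection measured strand separation of a quenched forked DNA duplex (100 nM) by 20 nM WRN with 2 mM ATP, all final. Compounds were preincubated with enzyme 15 min at room temperature.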
# D3 antag: qHTS of D3 Dopamine Receptor Antagonist: qHTS. D(3) dopamine receptor (Homo sapiens), P35462. D3R cells, DiscoveRx beta-arrestin luminescence, antagonist mode; active compounds read low. max response, negative = inhibition, %. actives 2.5% (n = 360,000). AID 652054, 2013; in the data active means max response below about -50%; inconclusive means no clear call, values can overlap the other calls; further: on the % scale 0 is the no-effect control and ±100 the full control effect; mostly tested at two doses, the higher about 12 µM
#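 Cells expressing the human receptor were seeded at 1500 cells/well, incubated overnight at 37 degrees C in 5% CO2, then exposed to library compounds with dopamine controls for 90 minutes at 37 degrees C before luminescent detection.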
# GLP1R cytotox: qHTS of GLP-1 Receptor Inverse Agonists: Cytotox Screen; Potency, µM (top dose mostly 38.3 µM), for the others: at the top dose activity change, negative = inhibition, actives largely listed as inhibitors; actives 0.13% (n = 410,000); AID 624418, 2012; HEK293 cAMP-luciferase reporter cells, luminescence, 24 h;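 further: loss of luciferase light is scored as toxicity; potency means the concentration at half of the fitted maximal effect; on the % scale 0 is the no-effect control and ±100 the full control effect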
#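 Luminescence readout: signal drop marks cytotoxicity. Plated cells grew 12 h at 37 °C, 5% CO2, received 23 nL compound for 24 h, then got luciferase reagent, read after 12 min at RT.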
# An asterisk follows results filed as active; ? = inconclusive; · = not tested or not shown; [ ] = dose if it differs, or a comment. Unless noted, the call rests on the fitted dose curve; in most records, active means well fitted curve in the direction sought with a large enough effect; inconclusive means small, poorly fitted or top-dose-only effect, or another doubt; inactive means no such curve, though single readings can be large; an effect the other way counts as inactive or inconclusive.
SMILES,GLP-1R inv ag,PLK1 PBD block,IL2 activator,GLP-1R agonist,PI5P4Ka inh,DRD3 agonist,WRN inhibitor,D3 antag,GLP1R cytotox
Cc1ccc(/C([O-])=C(/C(=S)NCc2ccccc2)[n+]2cccc(CO)c2)cc1[N+](=O)[O-],-11%,?,1.1,2%,-6,-4,9%,-6,-7%
Cc1ccc(-c2cc(NC=O)c3ncc(-c4cccc(C(=O)N(C)C)c4)n3c2)cc1,-25%,-24%,-0.3,22%,?,2,-15%,13,-4%
CC1(C(=O)NS(=O)(=O)c2ccc(C#N)cc2)CCN1C(=O)C1(c2ccccc2)CC1 (stereo not drawn),-9%,6%,-0.6,-1%,1,-2,4%,-28,2%
O=C(O)CCN1CC2([N+](=O)[O-])CC=C(OCCO)C([N+](=O)[O-])(C1)C2 (stereo not drawn),14%,-7%,1.5,1%,4,-3,5%,-25,14%
CCC(=O)N1CCN(c2ccc(NC(=S)NC(=O)c3ccc(OC)c([N+](=O)[O-])c3)cc2)CC1,?,-18%,2.2,10%,6,-6,-7%,-30,-6%
COc1cccc(C2=CC(=O)CCC2)c1OC,10%,-7%,-0.6,4%,-5,10,0%,16,-19%
O=C(Cn1cncn1)NCCC(c1ccccc1)c1ccccc1,2%,-9%,0.2,0%,0,1,3%,-5,8%
COc1cc(NC(=O)CCN2CC(C)OC(C)C2)cc(OC)c1 (stereo not drawn),-2%,-13%,-0.6,-23%,-7,-3,7%,12,-6%
CCc1ccc(/C=N/NC(=O)c2cc(C3CC3)nc3ccc(Br)cc23)s1,?,-2%,-2.3,10%,3,-13,-8%[57.1 µM],?,?
CC12CCC(=O)C=C1CCC1C2C(O)CC2(C)C1CCC21OCC1=O (stereo not drawn),0%,7%,-0.5,4%,0,-2,0%,6,0%
Fc1ccccc1CSc1ncnc2sc3c(c12)CCCC3,?,?,0.3,-1%,0,-5,-20%,-3,14%
Cc1nc2cc(NC(=O)N(C)c3ccc4ccccc4c3)ccc2o1,-2%,-15%,1.4,-1%,·,-7,-5%,-10,-15%
CC(=O)Nc1ccc(NC(=O)[C@@H](NC(=O)N2C[C@H]3C[C@@H](C2)c2cccc(=O)n2C3)C(C)C)cc1,5%,1%,-0.1,10%,2,22,0%,-2,4%
O=C(Cn1ncc2c1-c1ccccc1OC2)N1CCN(Cc2ccccc2)CC1,?,-10%,-1.5,13%,-3,-15,-8%,-13,2%
NC1=NC[C@@H](CC2CCCCC2)N1CCc1cc(C(F)(F)F)cc(C(F)(F)F)c1,6%,-8%,-0.8,-3%,15,-20,-13%,-9,0%
CS(=O)(=O)c1ccccc1C(=O)Nc1nc2ccccc2[nH]1,2%,-12%,-0.2,7%,2,-10,11%,-22,-2%
O=C(O)c1ccc(N=Nc2c(O)ccc3ncccc23)cc1,?,-14%,-4.5,-13%,?,-8,?,-75*,-22%
O=C1CCCCN1CCC(=O)N1CCCC(N2CCN(c3ccccc3)CC2)C1 (stereo not drawn),2%,-2%,-0.9,1%,0,3,0%,2,-1%
CC(=O)N1CCCN(C(=O)c2cc(COc3c(F)cccc3F)on2)CC1,21%,-4%,-4.3,8%,5,-1,-31%,1,-3%
CC(C)S(=O)(=O)c1cnc(N2CCOCC2)nc1N,3%,-10%,0.1,1%,1,0,5%,-1,1%

# Pulled one by one from the list above:
SMILES,GLP-1R inv ag,PLK1 PBD block,IL2 activator,GLP-1R agonist,PI5P4Ka inh,DRD3 agonist,WRN inhibitor,D3 antag,GLP1R cytotox
O=C(Cn1ncc2c1-c1ccccc1OC2)N1CCN(Cc2ccccc2)CC1,?,-10%,-1.5,13%,-3,-15,-8%,-13,2%
CS(=O)(=O)c1ccccc1C(=O)Nc1nc2ccccc2[nH]1,2%,-12%,-0.2,7%,2,-10,11%,-22,-2%
COc1cccc(C2=CC(=O)CCC2)c1OC,10%,-7%,-0.6,4%,-5,10,0%,16,-19%
CC12CCC(=O)C=C1CCC1C2C(O)CC2(C)C1CCC21OCC1=O (stereo not drawn),0%,7%,-0.5,4%,0,-2,0%,6,0%

# (further entries)
SMILES,GLP-1R inv ag,PLK1 PBD block,IL2 activator,GLP-1R agonist,PI5P4Ka inh,DRD3 agonist,WRN inhibitor,D3 antag,GLP1R cytotox
CC(=O)Nc1cccc(OCC(=O)Nc2ccccc2)c1,42%[activator],-2%,-0.4,-7%,-2,2,1%,-2,-3%
CCOC(=O)N/N=C(\C)c1ccc(C)c([N+](=O)[O-])c1,18%,0%,-0.4,11%,-4,0,9%,9,6%
COc1ccc2c(c1)c(C(O)CN1CCN(Cc3ccc4c(c3)OCO4)CC1)c(C)n2C (stereo not drawn),?,-15%,-0.1,3%,9,-17,0%,0,?
COc1cc(/C=N/NC(N)=O)ccc1OCC(=O)Nc1ccc(C)c(C)c1,46%[activator],-9%,-0.7,24%,6,7,?,11,-2%
CCCCC(=O)Nc1ccc(C(=O)NCc2ccncc2)cc1,2%,-3%,-0.3,1%,-4,6,-8%,-15,18%
COn1cnnc1-c1ccccc1,2%,-12%,0.1,0%,-8,-7,1%,?,19%
COc1ccccc1NC(=O)CCC(=O)OCC(=O)c1ccc(C)c([N+](=O)[O-])c1,5%,-5%,-1.4,-2%,7,12,2%,-13,-6%
CSc1ncc2c(n1)-c1cc(C)ccc1SC2,?,-18%,-0.7,9%,10,0,3%,3,-13%
COc1ccccc1-c1cc(C(=O)Nc2cc(C)on2)no1,6%,-5%,-1.2,-7%,·,-59,2%,?,4%
CC(C)C[C@H](NC(=O)OC(C)(C)C)C(=O)N[C@@H](CO)[C@H](O)[C@@H]1C[C@@H]1C(=O)NC1CC1,12%,-9%,1.9,-5%,3,10,1%,?,-26%
CC(C)Cc1ccc(CN2C(C(C)C)C(=O)N(Cc3cn(CCC4OCCO4)nn3)CCS2(=O)=O)cc1 (stereo not drawn),?,-6%,-0.7,-6%,13,3,-1%,11,-10%
O=S1(=O)CC(N2CC=CC2)CN1C1CCCCC1 (stereo not drawn),10%,-11%,0.2,9%,1,7,3%,18,-8%
Cc1onc(-c2c(F)cccc2Cl)c1C(=O)NC1=NCCS1,6%,-3%,0.6,3%,·,19,-8%,31,14%
CN1CCN(C(=O)C2=C[C@H](c3csc4ccccc34)C[C@H](OCc3ccc(CO)cc3)O2)CC1,9%,-10%,-0.7,4%,1,-29,0%,10,-9%
CCN(CC)c1cc(C)c2cc(NC(=O)c3cccc(OC)c3OC)ccc2n1,?,·,·,0%,·,2,·,·,-24%
O=C(CSC(=S)N1CCOCC1)Nc1ncc2c(n1)CC(c1ccco1)CC2=O (stereo not drawn),9%,2%,-3.6,0%,-10,-8,-4%,-21,1%
CCN1C(=O)N(C)[C@@H](c2ccccc2)C(C(=O)OC)=C1C,-13%,8%,0.1,-2%,6,6,-3%,41,-9%
CCc1ccc(N2CC(C(=O)OCC(=O)Nc3ccccc3C)CC2=O)cc1 (stereo not drawn),2%,-2%,1.1,5%,-7,-7,4%,-14,-4%
Clc1ccc2c(c1)[C@H]1OCC[C@H]1[C@@H](c1ccco1)N2,54%[activator],-23%,-2.4,20%,-10,1,2%,19,1%
CSC(=S)N/N=C/c1ccccc1,?,-20%,0.4,8%,-5,12,-11%,-18,?
O=C(O)C1CCCCC1C(=O)NCCc1ccncc1 (stereo not drawn),0%,4%,-0.3,0%,2,5,-9%,10,-1%
Cc1ccc(-c2nnn(CC(=O)N(c3ccccc3F)C(C(=O)NCC3CCCO3)c3c[nH]c4ccccc34)n2)cc1 (stereo not drawn),?,-7%,-0.4,2%,0,-5,-12%,-7,-13%
COc1cccc(N(CC(=O)NC2CCCC2)C(=O)CCC(=O)Nc2nccs2)c1,-15%,3%,-1.2,0%,-3,-1,-1%,15,-11%
Cc1c(C(=O)O)sc2nc(/C=C/c3cccc(O)c3)[nH]c(=O)c12,5%,-20%,0.1,0%,-77*,8,?,-1,36%[activator]
COc1ccc(C(=O)O)cc1S(=O)(=O)N1CCN(c2ccccn2)CC1,4%,-11%,1.4,0%,1,-1,0%,3,-5%
COC(=O)[C@]1(Cc2ccccc2)N[C@H](CN(C)C(=O)c2ccc(C(C)(C)C)cc2)[C@@H]2C(=O)N(Cc3ccccc3)C(=O)[C@@H]21,11%,3%,0.1,-3%,2,-22,-4%,-7,3%
Cc1ccc(S(=O)(=O)NCC(=O)N2CCN(c3ccc(F)cc3)CC2)cc1,-11%,-11%,-3.5,-10%,-9,2,-13%,11,18%
CCOC(=O)Cc1csc(NS(=O)(=O)c2ccc([N+](=O)[O-])cc2)n1,9%,-10%,1.4,-7%,-12,4,-12%,-5,7%
O=C(Cc1ccc(Br)cc1)N1CCc2ccccc2C1,?,-7%,1.0,18%,1,-2,0%,0,-5%
COc1cc(/C=N/O)cc(Br)c1OCC(=O)NCc1ccccc1,0%,0%,0.1,19%,2,2,-2%,32,-5%
Cc1ccc(-c2cc(C(=O)Nc3ccc(S(=O)(=O)Nc4nc(C)cc(C)n4)cc3)c3ccccc3n2)cc1,4%,-2%,4.1,-9%,1,0,-3%,1,0%
CCn1nc(CC(=O)Nc2ccc(-n3cnnn3)c(OC)c2)c2ccccc2c1=O,57%[activator],-7%,-1.1,8%,-2,2,-12%,22,-18%
Cc1cc(NC(=O)C(C)SCC(=O)Nc2cc(Cl)ccc2N2CCN(C)CC2)no1 (stereo not drawn),?,-7%,2.0,-8%,7,-8,-11%,-12,18%
O=C(COC(=O)CCC(NC(=O)OCc1ccccc1)C(=O)OCC(=O)Nc1ccccc1)Nc1ccccc1 (stereo not drawn),6%,3%,0.4,1%,2,5,?,-9,14%[1.53 µM]

# Screening results deposited in PubChem BioAssay by National Center for Advancing Translational Sciences (NCATS).
